Assay outcomes from PubChem.
Autofluor Jurkat = compound fluoresces in Jurkat cells, VLA-4 screen interference; fluorescence ratio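 (tested at 10 µM compound in the well)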; 0.61% of 24,000 active; compound autofluorescence, flow cytometry; active compounds read high; 1 = vehicle-only cell background;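 active means fluorescence ratio above 2.44, which is 1 plus 3 SD of all ratios; inconclusive means signal too bright to measure linearly, ratio around 10 or more; inactive means fluorescence ratio below 2.44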;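 further: green fluorescence of cells measured with 488 nm excitation and 530 nm emission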
VLA-4 antagonist = inhibition of LDV-FITC ligand binding to human VLA-4 integrin | P13612 | 0.2% of 24,000 active | inhibition, % at 10 µM (by protocol) | AID 529 | Jurkat cells, LDV-FITC binding with Mn2+, flow cytometry; 100% = Mn2+-driven binding gain fully reversed;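 active means inhibition above 50%; inconclusive means compound itself fluorescent, judged against control cell fluorescence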;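 further: 0% = Mn2+ stimulated cells lacking compound and 100% = ligand binding without Mn2+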
Target sequence (P13612 whole entry, looked up): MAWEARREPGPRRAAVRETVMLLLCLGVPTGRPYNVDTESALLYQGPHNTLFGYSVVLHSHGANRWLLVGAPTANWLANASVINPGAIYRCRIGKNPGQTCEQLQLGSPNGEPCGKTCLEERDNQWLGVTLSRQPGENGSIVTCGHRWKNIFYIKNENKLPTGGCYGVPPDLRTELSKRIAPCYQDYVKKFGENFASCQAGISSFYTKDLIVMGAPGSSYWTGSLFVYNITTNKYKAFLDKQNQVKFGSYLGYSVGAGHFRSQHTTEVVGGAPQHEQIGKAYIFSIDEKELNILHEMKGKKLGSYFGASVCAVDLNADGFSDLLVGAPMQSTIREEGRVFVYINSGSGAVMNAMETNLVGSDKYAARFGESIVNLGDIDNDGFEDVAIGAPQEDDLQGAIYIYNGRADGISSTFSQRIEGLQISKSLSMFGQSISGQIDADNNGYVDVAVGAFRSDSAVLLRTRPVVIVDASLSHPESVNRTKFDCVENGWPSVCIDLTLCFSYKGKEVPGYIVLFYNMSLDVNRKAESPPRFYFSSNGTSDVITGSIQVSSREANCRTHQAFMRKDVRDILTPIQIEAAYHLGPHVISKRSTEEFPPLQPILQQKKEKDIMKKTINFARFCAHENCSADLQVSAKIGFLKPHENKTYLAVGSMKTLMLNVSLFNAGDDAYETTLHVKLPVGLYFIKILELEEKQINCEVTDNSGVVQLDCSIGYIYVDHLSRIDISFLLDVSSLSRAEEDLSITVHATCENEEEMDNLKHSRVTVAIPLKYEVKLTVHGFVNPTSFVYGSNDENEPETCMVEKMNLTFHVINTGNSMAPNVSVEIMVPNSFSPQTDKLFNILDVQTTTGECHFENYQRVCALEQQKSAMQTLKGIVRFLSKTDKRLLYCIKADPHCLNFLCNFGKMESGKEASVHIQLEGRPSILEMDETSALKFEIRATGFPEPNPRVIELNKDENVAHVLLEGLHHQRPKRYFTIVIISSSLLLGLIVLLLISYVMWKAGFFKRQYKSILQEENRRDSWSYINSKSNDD
LNCaP diff act = promotes differentiation of LNCaP prostate cells; flow cytometry side scatter, 4 d; side scatter shift, % at 10 µM; 0.56% of 24,000 active;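 active means side scatter shift above 30%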;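 further: androgen-responsive LNCaP prostate cancer cells in charcoal-stripped serum medium; percent of cells past a gate set so DMSO wells show 10% shift; higher shift means more granular cells and more differentiation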
VLA-4 allo ag = allosterically activates the human VLA-4 integrin; P13612; Jurkat cells, LDV-FITC binding, flow cytometry; activation, % at 10 µM (by protocol); 24,000 tested, under 10 active; AID 528;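 active means fluorescent ligand binding to cells raised by more than 40% of the manganese-induced maximum; inconclusive means compound's own fluorescence above 85% of the ligand control signal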;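 further: 0% = ligand binding without compound and 100% = manganese-stimulated maximal binding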
Active calls of the source: *; ? = inconclusive; . = no result given.

Molecule,Autofluor Jurkat,VLA-4 antagonist,LNCaP diff act,VLA-4 allo ag
COC(=O)COc1ccc(S(=O)(=O)NCCC2=CCCCC2)cc1,1.2,-4,6,-1
O=C(CCCn1c(SCC(=O)NC2CCCCC2)nc2ccccc2c1=O)NCC1CCCO1 (configuration not stated),0.91,4,11,2
COC(=O)c1c(C)oc2ccc(NS(=O)(=O)c3cccs3)cc12,0.99,-24,12,0
CSc1cccc(NS(=O)(=O)c2cccc3nsnc23)c1,1.1,12,6,2
CCC(Sc1nc2ccccc2c(=O)n1CC1CCCO1)C(=O)NCc1cccnc1 (configuration not stated),1.1,-10,3,-1
Cc1ccccc1-n1c(=O)cc(N2CC(C)OC(C)C2)[nH]c1=O (configuration not stated),1.1,-2,5,-4
Cc1ccc(C2=NCCNC2=O)c(C)c1,1.1,-2,4,0
CC(C)N(C)C1CCN(C(=O)Nc2ccc(Cl)c(Cl)c2)CC1,1,11,5,-9
COc1ccc(C)cc1NC(=O)CN1CCN(S(=O)(=O)c2ccc(F)cc2)CC1,1.1,-13,7,0
COC(=O)c1sc(S(=O)(=O)Nc2ccc3cn[nH]c3c2)c(C(=O)OC)c1C,1.1,2,6,6
CC1(C)Cc2noc(N)c2C(C)(C)N1OC(=O)c1ccccc1,1.1,4,5,-5
COc1ccc(C(c2sc3nc(C)nn3c2O)N2CCCCC2)cc1 (configuration not stated),1,-2,10,4
COc1cccc(C2CC(c3ccccc3OC)n3ncnc3N2)c1 (configuration not stated),1,-9,3,1
CCOC(=O)N1CCC(NC(=O)CCc2cn(C)c3ccccc23)CC1,0.96,11,9,8
CCCn1cnc2c(c1=O)c1nc3ccccc3nc1n2Cc1ccccc1OC,1.3,?,14,?
Cc1nn(C)cc1/C=N/O,0.99,4,7,-4
COc1ccc(NC(=O)CCN2CCN(S(=O)(=O)c3cc(Cl)ccc3OC)CC2)cc1,1,11,0,0
Nc1nc2n(n1)C(c1cccc(Br)c1)CC(c1ccc(F)cc1)N2 (configuration not stated),1.1,13,7,-4
O=C(Cc1cccs1)Nc1ccccc1NC(=O)Cc1cccs1,1,8,9,0
Cc1cccc(N2CCN(C(=O)C3CCN(S(=O)(=O)c4cccc5nsnc45)CC3)CC2C)c1 (configuration not stated),1.2,-1,8,4
CC(=O)Nc1cccc(Cl)c1C(=O)O,1.1,-10,17,6
COc1ccc(-c2nnc(SCC(=O)N3CCN(c4ccccc4)CC3)o2)cc1OC,0.79,-17,14,-2
CCOC(=O)C1CCN(C(=O)C2CCN(S(=O)(=O)CC)CC2)CC1,1,-15,19,0
O=C(Nc1cnc2ccccc2c1)c1cccnc1,1.1,-11,10,0
O=C(NCc1cccs1)c1cccc(N2CCCC2=O)c1,1,-16,11,0
c1ccc(N2CCN(Cc3ccnc4ccccc34)CC2)cc1,1.1,-9,14,-2
O=S(=O)(Nc1cccc2ncccc12)c1cccs1,1.2,37,34*,?
O=c1c2cnn(-c3ccccc3)c2ncn1/N=C/c1ccncc1,1,-3,11,2
Nc1cccc2cnccc12,1.1,3,.,1
Cc1cc(C)c2c(n1)nn1c(C)c(CCC(=O)NCc3ccco3)c(C)nc21,1.1,-8,5,-2
Cc1ccc(C)c(N2CCN(C(=O)c3ccc(Cn4c(=O)[nH]c5ccccc5c4=O)cc3)CC2)c1,1.1,2,5,-3
CCC(CC)C(=O)N(c1ccc(F)cc1)C1C=CS(=O)(=O)C1 (configuration not stated),1,7,8,-7
COc1ccc(Cl)cc1S(=O)(=O)n1ccnc1C(C)C,1,-3,14,-7
Cc1ccc(C)c(Cn2c(=O)c3c(nc4n3CCN4Cc3ccco3)n(C)c2=O)c1,1.1,1,7,-4
O=C(NC1CCCCCC1)C1CCN(S(=O)(=O)c2cccc3cccnc23)CC1,1.1,-1,18,3
O=C(Nc1ccc(-c2noc(-c3cccs3)n2)cc1)c1cccnc1,1.1,?,10,?
COc1cccc(NS(=O)(=O)c2ccc3[nH]cc(C(=O)NCCC(C)C)c(=O)c3c2)c1,1.4,?,10,?
CCOC(=O)N1CCN(S(=O)(=O)c2c(C)nn(C)c2C)CC1,1.2,9,6,-2
Cc1cc(N2CCN(C3CCCCC3)CC2)nc2cccc(O)c12,1.3,?,13,?
Cn1c(Cn2c(=O)sc3ccccc32)nnc1SCc1ccccn1,1,10,4,-5

A different layout for some results above:
Autofluor Jurkat | VLA-4 antagonist | LNCaP diff act | VLA-4 allo ag | Molecule
1.1 | -11 | 10 | 0 | O=C(Nc1cnc2ccccc2c1)c1cccnc1
1 | -16 | 11 | 0 | O=C(NCc1cccs1)c1cccc(N2CCCC2=O)c1
1.1 | -9 | 14 | -2 | c1ccc(N2CCN(Cc3ccnc4ccccc34)CC2)cc1
1.2 | 37 | 34* | ? | O=S(=O)(Nc1cccc2ncccc12)c1cccs1
1 | -3 | 11 | 2 | O=c1c2cnn(-c3ccccc3)c2ncn1/N=C/c1ccncc1
1.1 | 3 | . | 1 | Nc1cccc2cnccc12
1.1 | -8 | 5 | -2 | Cc1cc(C)c2c(n1)nn1c(C)c(CCC(=O)NCc3ccco3)c(C)nc21
1.1 | 2 | 5 | -3 | Cc1ccc(C)c(N2CCN(C(=O)c3ccc(Cn4c(=O)[nH]c5ccccc5c4=O)cc3)CC2)c1
1 | 7 | 8 | -7 | CCC(CC)C(=O)N(c1ccc(F)cc1)C1C=CS(=O)(=O)C1 (configuration not stated)
1 | -3 | 14 | -7 | COc1ccc(Cl)cc1S(=O)(=O)n1ccnc1C(C)C
1.1 | 1 | 7 | -4 | Cc1ccc(C)c(Cn2c(=O)c3c(nc4n3CCN4Cc3ccco3)n(C)c2=O)c1
1.1 | -1 | 18 | 3 | O=C(NC1CCCCCC1)C1CCN(S(=O)(=O)c2cccc3cccnc23)CC1

(more compounds)
Molecule,Autofluor Jurkat,VLA-4 antagonist,LNCaP diff act,VLA-4 allo ag
Cc1ccc(C)c(N2CCN(C(=O)CCCn3c(=S)[nH]c4cc5c(cc4c3=O)OCO5)CC2)c1,1.1,-4,3,-1
COCCNC(=O)C1CCCN(c2nn3c(=O)cc(C)nc3s2)C1 (configuration not stated),1.1,3,13,-2
Cc1cccc(N2CCN(C(=O)c3cc4c(=O)n(C)c5ccccc5c4n3C)CC2)c1C,1.4,?,10,?
Cn1cccc1CNC(=O)Nc1ccc(Cl)cc1,1.1,15,7,-1
CCc1c(C(=O)NCc2ccccc2Cl)[nH]c(C)c1C(C)=O,1.1,23,12,-3
CCCCNC(=O)CC1N=C2c3ccccc3N=C(SCC(=O)Nc3ccccc3OC)N2C1=O (configuration not stated),1.1,?,2,?
Cc1ccc(CCNC(=O)C2CCC(=O)N2C2CCCC2)cc1 (configuration not stated),1.1,-2,7,-6
Cc1ccc(S(=O)(=O)N(Cc2nccn2C)C(C)C)cc1,0.97,-15,1,-3
c1ccc(Oc2ccc(-n3cnnn3)cc2)cc1,1,-27,6,0
CCOC(=O)N1CCC(c2cc(=O)n3[nH]c(C)c(-c4ccc(F)cc4)c3n2)CC1,1.1,2,13,-3
COc1cc2c(cc1OC)C(c1ccc3c(c1)OCO3)C1=C(CC(C)(C)CC1=O)N2 (configuration not stated),1.1,-3,8,-5
COCCN1Cc2cccc(C(=O)Nc3ccc(S(=O)(=O)N4CCCCCC4)cc3)c2C1=O,1,-4,7,3
COC(=O)c1ccc(C)c(NS(=O)(=O)c2ccc3c(c2)OCCO3)c1,1.1,-12,22,-2
O=C(CSc1nc(O)cc(=O)n1-c1ccccc1)N1CCCCC1,1,-18,1,-2
Cc1cc2c(c(=O)n1C)C(Cc1ccccc1)C(C#N)=C(N)O2 (configuration not stated),0.99,-16,7,1
CC1=C(C(=O)NCc2ccco2)C2(CCC(C)CC2)OC1=O (configuration not stated),1.1,10,4,-3
CCSc1nnc(-c2ccccc2NC(C)=O)c(=O)[nH]1,1.1,10,8,-4
O=C(CC(SCCO)c1ccc2c(c1)OCO2)c1ccco1 (configuration not stated),1.1,4,23,-4
Cc1ccc(C)c(CSc2nnc(CCN)o2)c1,1.1,2,11,4
O=C(NCCCN1CCOCC1)c1cc(-c2ccc3c(c2)OCO3)nc2ccccc12,1.1,5,12,0
CCOC(=O)C1CCN(C(=O)CN(c2ccc(OC)cc2)S(=O)(=O)c2c(C)nn(C)c2C)CC1,1.1,-4,4,0
O=C(NCC(=O)N(c1ccc2c(c1)OCCO2)C(C(=O)NC1CCCC1)c1ccco1)c1ccco1 (configuration not stated),1.1,-15,10,1
Cn1c(=O)c2ncn(CC(=O)NCCOc3ccccc3)c2n(C)c1=O,1,-12,5,-4
COc1ccc(C)cc1NC(=O)C1CCCN(S(=O)(=O)c2cccc3nonc23)C1 (configuration not stated),1.2,7,3,-6
COc1cc(NC(=O)CN2CC(c3ccccc3)CC2=O)cc(OC)c1 (configuration not stated),1.1,?,4,?
COc1ccc(-n2c(Cc3cccn3C)nnc2SCC(=O)Nc2ccccc2OC)cc1,1.1,4,11,-4
CCn1c(=O)cc(N2CCCCC2)[nH]c1=O,0.99,23,12,-1
O=C(c1cnn(-c2ccccc2)c1-n1cccc1)N1CCN(C2CCCCC2)CC1,1.1,-1,15,-3
CC(=O)Nc1ccc(S(=O)(=O)N2CCC(NC(C)=O)(c3cccc(F)c3)CC2)cc1,0.94,-16,12,2
N#Cc1c(/N=C/c2cccs2)sc2c1CCCCC2,1.1,12,5,-18
Cc1nc2nc(SCC(=O)NCc3ccco3)nn2c(C)c1Cc1c(F)cccc1Cl,1.2,14,3,-6
Cc1c(C#N)c(N)c(C(=O)c2ccccc2)n1Cc1ccccc1,1.1,?,2,?
CC(C)NC(=O)c1cc2c(-c3ccc(Cl)cc3)nn(C)c2s1,1.1,-4,2,2
O=C(NCc1ccccn1)C1CCN(S(=O)(=O)N2CCCC2)CC1,1,-14,4,0
CCOC(=O)N1CCN(C(=O)c2oc3ccc(S(=O)(=O)N4CCOCC4)cc3c2C)CC1,1.1,13,9,-4
Cc1nn(C)c(C)c1S(=O)(=O)N1CCC(C(=O)NCCC2=CCCCC2)CC1,1.2,-5,10,-4
COc1ccc(-c2nn(-c3ccccc3)cc2/C=N/n2cnnc2)cc1OC,1.1,-8,7,-6
COc1ccc2[nH]c3c(NCc4ccco4)ncnc3c2c1,1.2,11,.,5
O=c1c2ccccc2n(Cc2ccc(F)cc2)c(=O)n1C1CCCC1,1.1,6,4,-8
COc1ccc(CC(NC(=O)c2ccccc2)C(=O)NCC(=O)O)cc1 (configuration not stated),0.97,-14,12,5
COc1ccc2c(c1)[nH]c1c(=O)n(CCN(C)C)cnc12,0.99,-24,14,-1
Cc1cc(C)c(NC(=O)CSc2nnc(-c3ccncc3)n2Cc2ccco2)c(C)c1,1,-16,4,2
CCC(C)NC(=O)C1CCCN(S(=O)(=O)c2ccc(-n3cnnn3)cc2)C1 (configuration not stated),1,-3,12,-1
O=C(O)CCc1ccc(-c2cccs2)n1CCC(=O)O,0.96,?,10,?
Cc1cccc(N2C(=O)SC(N(CC(=O)O)c3cccc(C)c3)C2=O)c1 (configuration not stated),1,-32,5,7
NC(=O)CN1CCN(c2ccccc2F)CC1,0.98,-12,3,7
CCC(=O)N1c2ccc(S(=O)(=O)CCC(=O)NCc3ccc4c(c3)OCO4)cc2CC1C (configuration not stated),1.1,2,7,-6
COC(=O)CCC(NC(=O)c1cc(-c2ccc3c(c2)OCCO3)oc1C)C(=O)OC (configuration not stated),1,-1,10,-11
CC(C)(C)C(=O)OCC1OC(n2cnc(C(N)=O)n2)C(O)C1O (configuration not stated),0.96,-8,9,-3
COC(=O)c1ccccc1S(=O)(=O)NC(=O)c1ccccc1,0.99,-10,12,6
CCOc1ccc(N(CC(=O)N2CCc3ccccc32)S(=O)(=O)c2c(C)noc2C)cc1,1,3,6,-2
O=C(NCC(F)(F)F)Nc1cccnc1,1,?,10,?
COc1ccc(-c2cc(C(=O)Nc3c(C)nn(Cc4ccccc4Cl)c3C)no2)cc1OC,1.1,6,4,-5
C(#Cc1ccccc1)Cn1nnc2ccccc21,0.96,1,3,-10
CC1CCN(C(=O)CSc2ccc3nnc(-c4ccc(F)cc4)n3n2)CC1,1.2,?,9,?
Cn1c(Cn2c(=O)sc3ccccc32)nnc1SCC(=O)NCCc1ccccc1,1,1,6,4
CCCCN(C)Cc1c(C)[nH]c2ccc(Cl)cc2c1=O,1,14,2,4
Cc1cc(NC(=O)c2cc(-c3cccs3)on2)nn1Cc1ccc(Cl)cc1,1.1,19,11,-9

An excerpt; count on the stated rates, not on these rows.
